Assay outcomes (PubChem BioAssay)
TROY signal inh: blocks TROY-dependent signaling in reporter cells; Q293 LMP1-TROYcd NF-kB luciferase reporter, 4 h; inhibition, % at 10 µM; 360,000 tested, 0.98% active; AID 1347056;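 active = compounds whose plate-normalised and pattern-corrected inhibition of the luciferase reporter signal at the single screening dose is 50% or more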
NR5A2 inv ag: NR5A2 inverse agonism in reporter assay. inhibition, % at 3.6 µM. HEK293T StAR-luciferase reporter, LRH-1 transfected, 24 h. 360,000 tested, 0.13% active;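 active = inhibition above the mean inhibition of all tested compounds plus 3 SD, cut at about 73% in these data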;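 note: 0% = DMSO wells and 100% = reporter-only cells lacking LRH-1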
Granule exo inh: blocks lytic granule exocytosis; TALL-104 LAMP-1 surface exposure, flow cytometry; cells stimulated with thapsigargin and PMA; AID 651702; inhibition, % at 10 µM; 360,000 tested, 0.66% active;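 active = inhibition above about 55%, limit read from the data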
TWEAK-Fn14 inh: inhibitors of TWEAK-Fn14 interaction signaling. TWEAK-stimulated Fn14 reporter cells, luciferase luminescence, 8 h. inhibition, % at 10 µM. 360,000 tested, 2% active; in the data active = inhibition above about 50%
COUP-TFII inh: inhibitors of human COUP-TFII (NR2F2) | HEK293T NGFI-A luciferase reporter, luminescence | inhibition, % at 8.6 µM | 370,000 tested, 0.7% active | AID 686940;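 active = inhibition above a per-plate cutoff, mean inhibition of test wells between control levels plus 3 SD, cut at about 38% in these data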;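 note: cells cotransfected with COUP-TFII expression vector driving the NGFI-A reporter; 0% = median of COUP-TF2 test wells and 100% = reporter-only cells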
TLR9-MyD88 inh: inhibitors of human TLR9-MyD88 binding; Q9NR96+Q99836; CHO BLA complementation TLR9-MyD88, CCF4 FRET ratio; inhibition, % at 4.98 µM; 340,000 tested, 0.21% active;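 active = inhibition above the mean over all tested compounds plus 3 SD, cut at about 21% in these data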;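 note: 0% = DMSO only wells and 100% = clavulanate BLA inhibitor control wells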
SRC2 inh: inhibits human steroid receptor coactivator 2; HEK293 GAL4-SRC2 luciferase reporter, luminescence; 370,000 tested, 0.17% active; inhibition, % at 9 µM;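 active = inhibition above the mean inhibition of all tested compounds plus 3 SD, set per campaign, cut at about 52% in these data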;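 note: 0% = DMSO treated cells and 100% = cells given Gossypol at 36 µM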
SRC3 inh: inhibits human SRC3 coactivator; Q9Y6Q9; 360,000 tested, 0.17% active; inhibition, % at 3.6 µM; AID 588352; HEK293 GAL4-SRC3 luciferase reporter, luminescence;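 active = inhibition above a per-campaign cutoff, the mean of all compounds plus 3 SD, cut at about 60% in these data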;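 note: 0% = DMSO-treated cells and 100% = gossypol-treated cells at 36 µM; higher means less SRC3-driven luciferase light from the GAL4 reporter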
ABHD5-PLIN5 inh: inhibitors of human ABHD5-perilipin-5 interaction. 360,000 tested, 0.78% active. AID 602281. Split G. princeps luciferase complementation, luminescence, 4 h. inhibition, % at 4 µM;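 active = inhibition above the mean inhibition across every tested compound plus 3 SD, cut at about 22% in these data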;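 note: 0% = DMSO only wells and the 100% control is not disclosed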
NCOA1 inh: inhibitors of human steroid receptor coactivator 1 (SRC1) | Q15788 | HEK293 GAL4-SRC1 luciferase reporter, luminescence | inhibition, % at 3.6 µM | 360,000 tested, 0.12% active | AID 588354;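 active = inhibition above the campaign mean plus 3 SD, with each screening campaign given its own cutoff, cut at about 60% in these data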;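 note: 0% = DMSO treated cells and 100% = gossypol at 36 µM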
Target sequence (Q15788 whole entry, looked up, the tested form may be a part): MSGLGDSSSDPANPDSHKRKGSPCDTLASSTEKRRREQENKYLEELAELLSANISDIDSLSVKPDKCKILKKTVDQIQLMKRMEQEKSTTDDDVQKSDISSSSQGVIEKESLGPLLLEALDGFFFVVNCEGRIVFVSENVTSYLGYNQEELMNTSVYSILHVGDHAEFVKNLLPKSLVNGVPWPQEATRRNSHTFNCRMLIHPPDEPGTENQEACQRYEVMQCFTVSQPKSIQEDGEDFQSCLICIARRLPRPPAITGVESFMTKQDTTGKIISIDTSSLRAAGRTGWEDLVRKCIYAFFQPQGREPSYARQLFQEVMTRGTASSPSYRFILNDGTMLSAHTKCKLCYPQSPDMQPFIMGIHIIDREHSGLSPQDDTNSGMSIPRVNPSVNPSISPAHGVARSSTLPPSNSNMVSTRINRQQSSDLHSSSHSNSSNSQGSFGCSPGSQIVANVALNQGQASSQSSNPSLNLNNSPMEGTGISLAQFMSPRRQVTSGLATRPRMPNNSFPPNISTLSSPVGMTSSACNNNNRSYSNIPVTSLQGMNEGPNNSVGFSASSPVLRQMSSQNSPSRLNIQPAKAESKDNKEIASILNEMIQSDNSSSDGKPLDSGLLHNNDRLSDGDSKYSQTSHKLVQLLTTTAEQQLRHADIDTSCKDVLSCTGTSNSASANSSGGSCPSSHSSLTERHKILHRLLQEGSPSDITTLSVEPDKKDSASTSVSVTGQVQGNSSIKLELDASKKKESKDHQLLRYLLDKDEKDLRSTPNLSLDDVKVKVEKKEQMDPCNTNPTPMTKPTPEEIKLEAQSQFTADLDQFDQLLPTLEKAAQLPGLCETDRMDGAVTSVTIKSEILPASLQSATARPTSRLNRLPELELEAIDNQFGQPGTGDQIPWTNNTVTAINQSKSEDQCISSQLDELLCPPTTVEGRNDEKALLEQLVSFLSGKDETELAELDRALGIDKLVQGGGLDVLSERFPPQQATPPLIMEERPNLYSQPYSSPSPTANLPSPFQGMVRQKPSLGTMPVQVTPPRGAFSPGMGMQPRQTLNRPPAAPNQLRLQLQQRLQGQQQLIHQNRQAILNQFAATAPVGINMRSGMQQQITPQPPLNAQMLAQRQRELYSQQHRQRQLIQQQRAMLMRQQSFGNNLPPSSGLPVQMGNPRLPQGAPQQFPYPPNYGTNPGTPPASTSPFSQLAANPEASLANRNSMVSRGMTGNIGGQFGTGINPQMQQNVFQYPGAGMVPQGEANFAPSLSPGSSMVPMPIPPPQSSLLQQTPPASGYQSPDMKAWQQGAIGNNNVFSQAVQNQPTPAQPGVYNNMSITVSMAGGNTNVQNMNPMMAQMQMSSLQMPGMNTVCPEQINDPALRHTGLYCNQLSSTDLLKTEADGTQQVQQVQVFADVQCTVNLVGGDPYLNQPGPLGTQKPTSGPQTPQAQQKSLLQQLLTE
NOD2-RIPK2 inh: blocks binding of human NOD2 to RIPK2. inhibition, % at 4.98 µM. AID 624267. 360,000 tested, 0.38% active. CHO BLA complementation NOD2-RIPK2, CCF4 ratio; in the data active = inhibition above about 21%;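 note: 0% = vehicle only and 100% = reference blocker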
The depositor's hits bear a star; . = not tested or not shown. A portion of the library. The share of hits here may be higher or lower than overall.

SMILES	TROY signal inh	NR5A2 inv ag	Granule exo inh	TWEAK-Fn14 inh	COUP-TFII inh	TLR9-MyD88 inh	SRC2 inh	SRC3 inh	ABHD5-PLIN5 inh	NCOA1 inh	NOD2-RIPK2 inh
CCOC(=O)c1c(S(=O)(=O)Nc2ccc(C)cn2)c(C)n(C)c1C	-12	10	4	-10	-7	2	-11	8	-5	9	5
Cc1ccc2[nH]c(=O)c(CN(CC3COCCO3)C(=O)Nc3ccccc3F)cc2c1 (stereo unspecified)	17	5	4	16	3	4	-14	7	-3	10	-15
COc1cccc(OCCNC(=O)Nc2cc(F)c(F)cc2Cl)c1	14	17	9	11	-4	-1	-23	13	0	-2	-14
Cc1ccc(C(=O)CSc2nnc(COc3cccc4cccnc34)o2)cc1	-1	-12	-1	30	11	12	-3	-19	4	12	0
CC1CC(C)(C)NC(=S)N1CCC(=O)N1CCN(c2ccccc2)CC1 (stereo unspecified)	2	-17	-3	11	12	9	-7	19	-4	6	-4
Cc1cc(OCC(=O)OCC(=O)N(Cc2ccccc2)C(C)(C)C)ccc1Cl	14	-13	-10	-11	-14	1	13	1	1	0	4
COc1ccc(C)cc1NC(=O)c1nnn(Cc2cccc(C(F)(F)F)c2)c1N	12	52	-15	0	9	3	-15	45	-11	55	-6
COc1ccc(NC(=O)c2ccc3c(c2)S(=O)(=O)c2ccccc2C3=O)cc1	-10	-7	-10	-16	15	-2	-9	-11	-8	7	-2
CCOc1ccc(N(C)S(=O)(=O)c2cc(-c3cc(C)no3)ccc2CC)cc1	47	-12	29	72*	30	-9	14	6	-1	7	-7
CC(C)(C)n1nnnc1C(c1ccc(C#N)cc1)N1CCCC2(CCCCC2)C1 (stereo unspecified)	-4	7	1	15	11	10	-16	24	0	-12	3
CO[C@H](C(=O)N(C)C[C@@H]1OCc2ccccc2-c2c(n(C)c3ccccc23)C(=O)N([C@H](C)CO)C[C@@H]1C)c1ccccc1	-2	19	-1	-43	0	-30	-12	11	0	3	-5
Cc1ccc(S(=O)(=O)N2[C@@H](c3ccccc3)C(C(=O)O)=CC[C@H]2c2ccc3c(c2)OCO3)cc1	13	14	-5	17	-16	0	-2	4	-2	14	4
COc1cccc(C(O)c2nc(/C=C/c3ccc(C(F)(F)F)cc3)cs2)c1 (stereo unspecified)	15	-7	-7	21	12	.	-1	10	-4	-2	-10
CCOc1ccccc1CNC(=O)Cn1c(=O)oc2ccccc21	6	-5	-3	4	2	-1	-2	-30	2	-6	-17
O=C1[C@@H]2Cc3c([nH]c4ccccc34)C(c3ccccc3)N2C(=O)CN1C1CC1 (stereo partly specified)	10	1	-2	14	-15	-4	4	17	3	-27	-16
Cc1ccc(Nc2ncc3c(=O)[nH][nH]c(=O)c3n2)cc1	-1	-12	2	12	-5	-7	15	14	4	-4	-16
CC(=O)c1ccc2c(c1)N(Cc1ccccc1)C(=O)C(C)S2 (stereo unspecified)	-17	-16	-24	-7	-6	.	-16	-9	8	2	-10
COc1ccc(S(=O)(=O)N2CCCCCC2)cc1C(=O)N(C)Cc1ccco1	1	-10	-2	15	15	-1	0	-40	-3	-2	0
O=C1NC(=O)C2(COC3(CCCC3)OC2)S1	-2	-19	0	-1	-3	-7	-17	-3	-3	4	6
CCOC(=O)c1ccc(NC(=O)NCc2ccccc2)cc1	-7	4	-5	1	-7	-4	-49	-7	1	-16	3
COc1ccc([C@@H]2CC=C(C(=O)O)[C@H](c3cccc(Cl)c3)N2S(=O)(=O)c2ccc(Cl)cc2)cc1	16	-1	-6	14	8	6	9	-1	-10	1	-4
O=C(O)CSC1c2ccccc2C(=O)N1c1ccccc1 (stereo unspecified)	10	11	5	21	-3	5	-23	7	4	5	9
COc1ccc(/C=C(\NC(=O)c2ccccc2)C(=O)N2CCC(C)CC2)cc1	-5	3	0	3	-6	3	-17	0	12	-5	0
COc1ccc(Nc2nnc(-c3ccc(N4CCOCC4)c([N+](=O)[O-])c3)c3ccccc23)cc1	-3	8	3	-2	14	-4	2	-43	4	-18	8
Cc1ccc(C(=O)C(C)OC(=O)CCN=C2NS(=O)(=O)c3ccccc32)cc1 (stereo unspecified)	-2	-20	13	2	-9	6	19	-15	6	-8	-10
CC(=O)Cn1c(=O)c2c(nc3n2CCCN3Cc2ccccc2)n(C)c1=O	-8	-12	-9	-15	-3	2	29	21	-2	14	-12
COc1ccc(Cn2nnnc2C(c2cccs2)N2CCSCC2)cc1 (stereo unspecified)	-17	9	-6	13	13	3	-17	12	-4	-12	-3
COc1nc(C#N)nc(N(C)C)n1	-18	23	-1	19	5	-4	-10	6	0	-23	-4
C/C(=N\NC(=O)C1CC1)c1ccc(N2CCOCC2)cc1	-31	-16	-2	20	-9	0	-22	-23	-1	-18	-5
Cc1c(NC(=O)CN2C(=O)c3ccccc3S2(=O)=O)c(=O)n(-c2ccccc2)n1C	1	-3	1	11	-3	-4	-2	8	1	-15	-5
Cc1cccc(C(=O)OCC(=O)N2CCc3ccccc3C2)c1O	-65	-41	-6	-44	-11	-3	-8	-2	4	-12	-3
CCN(CC(=O)NCc1cccs1)C(=O)c1ccccc1Cl	1	6	-4	-5	5	6	11	14	1	11	-7
CN(CC(=O)Nc1cccc2ccccc12)C(=O)c1ccc(NC(=O)CC#N)cc1	9	-1	-1	9	18	-8	2	-6	5	-4	-5
COc1ccccc1OCCOCCOc1ccccc1Cl	-17	-27	-1	-32	0	6	11	16	-3	-24	1
c1ccc(CSc2nnnn2-c2ccccc2)cc1	-30	-17	1	10	-1	4	-16	17	9	-14	-4
COC(=O)CCC(=O)Nc1cccc2c(NC(=O)CCC(=O)OC)cccc12	-17	-9	0	-5	-15	-1	-11	14	-5	-13	13
CCOc1ccc(NS(=O)(=O)c2cc(NC(=O)c3ccc(C)cc3)ccc2Cl)cc1	27	23	20	33	-3	-9	6	18	-6	5	8
CC(C)C(=O)Nc1cc(S(=O)(=O)Nc2cccc(Cl)c2)ccc1Cl	13	17	-1	20	-10	-10	21	5	0	8	-4
O=CN(Cc1ccccc1)c1cc([N+](=O)[O-])ccc1OCc1ccccc1	-24	8	-5	-3	11	-12	-31	7	8	-16	-3
CC1(C(=O)Nc2ccc3c(c2)OCCO3)CSCC(=O)N1C1CC1 (stereo unspecified)	.	-18	-3	.	2	.	-18	.	9	.	-14
Cc1c(N2C(=O)CS/C2=N\N=C\c2ccc(Br)cc2)c(=O)n(-c2ccccc2)n1C	-1	17	5	10	-4	0	-16	6	2	-5	-10
COc1ccc(C(=O)NCc2nnc(SCC(=O)N3CCc4ccccc43)n2Cc2ccccc2)cc1	18	8	-2	14	11	0	-6	17	-8	0	3
Cc1c(C(=O)N2CC[C@@H](N3CCC(O)CC3)[C@H](O)C2)[nH]c2ccc(Cl)cc12	6	-13	1	20	6	3	8	8	1	1	-3
N#C/C(=C\c1cccs1)C(=O)N1CCOCC1	-6	-6	2	-1	1	4	-62	13	1	-4	6
CCCCOc1ccc(/C(O)=C2/C(=O)C(=O)N(Cc3cccnc3)C2c2ccncc2)c(C)c1 (stereo unspecified)	-16	-7	0	11	28	0	-20	4	3	-3	-2
O=C(NNC1OC(CO)C(O)C(O)C1O)c1cccc(Br)c1 (stereo unspecified)	-19	-45	-3	-11	-13	3	-59	-9	7	-27	-6
Cc1cc2cc(CN(Cc3ccco3)C(=S)NCC3CCCO3)c(=O)[nH]c2cc1C (stereo unspecified)	14	-7	3	32	15	3	0	15	8	0	-4
O=C(Nc1ccc(C(=O)N2CCCCC2)cc1)c1ccccc1Br	0	-5	-3	4	-1	-8	-25	-27	7	-8	-6
COC(=O)c1ccc(/C=N/NC(=O)CC(=O)NC(C)C)cc1	-4	14	2	-10	-2	1	-33	16	-1	1	2
COc1ccc(-c2[nH]nc3oc(=O)cc(C)c23)cc1	-6	1	3	-15	-13	0	13	12	-11	-8	-6
CCOC(=O)c1c(-n2c(C)cc(C=O)c2C)sc2c1CCCC2	6	-6	4	14	10	0	32	-10	-6	7	6
O=C(OCn1nnc2ccccc2c1=O)c1cccs1	-4	-5	0	11	8	2	-14	12	6	8	4
O=C(c1ccc(N2CCCCC2)c([N+](=O)[O-])c1)N1CCN(S(=O)(=O)c2ccccc2)CC1	-10	12	1	8	13	-6	20	-14	6	5	-6
O=C(O)c1ccccc1Nc1ccnc(Cl)n1	6	-6	-2	0	-7	-4	2	-8	10	-23	5
Cc1nn(Cc2ccc(Br)cc2)c(C)c1NC(=O)c1nn(C)cc1Cl	9	36	-1	0	3	-5	-1	-15	1	-16	6
CCOC(=O)N1N=C(C)CC1(O)c1ccccc1 (stereo unspecified)	3	-13	-1	-10	0	3	-22	2	2	-66	-1
O=C(COc1ccc(S(=O)(=O)NC2CCCCC2)cc1)NCc1cccnc1	0	1	0	38	0	-6	13	-10	2	-43	0
Cc1c(C(=O)Nc2ccc(Cl)cc2)c2ccccn2c1C(=O)c1ccc(F)cc1	-15	5	-1	-11	-16	-3	9	-1	-1	6	1
Cc1nn(-c2ccccc2)c(C)c1P(=O)(c1ccccc1)N(C)C (stereo unspecified)	6	9	4	-1	-5	2	10	-4	3	-4	-8
Cc1ccccc1CS(=O)(=O)Cc1ccc(C(=O)NCc2ccccn2)o1	-10	-14	0	4	4	-9	-6	10	5	-2	-23

5 entries picked at random from the list so far, as already listed:
SMILES	TROY signal inh	NR5A2 inv ag	Granule exo inh	TWEAK-Fn14 inh	COUP-TFII inh	TLR9-MyD88 inh	SRC2 inh	SRC3 inh	ABHD5-PLIN5 inh	NCOA1 inh	NOD2-RIPK2 inh
CCOC(=O)N1N=C(C)CC1(O)c1ccccc1 (stereo unspecified)	3	-13	-1	-10	0	3	-22	2	2	-66	-1
Cc1nn(-c2ccccc2)c(C)c1P(=O)(c1ccccc1)N(C)C (stereo unspecified)	6	9	4	-1	-5	2	10	-4	3	-4	-8
Cc1nn(Cc2ccc(Br)cc2)c(C)c1NC(=O)c1nn(C)cc1Cl	9	36	-1	0	3	-5	-1	-15	1	-16	6
O=C(c1ccc(N2CCCCC2)c([N+](=O)[O-])c1)N1CCN(S(=O)(=O)c2ccccc2)CC1	-10	12	1	8	13	-6	20	-14	6	5	-6
Cc1cc2cc(CN(Cc3ccco3)C(=S)NCC3CCCO3)c(=O)[nH]c2cc1C (stereo unspecified)	14	-7	3	32	15	3	0	15	8	0	-4

Additional structures.
SMILES	TROY signal inh	NR5A2 inv ag	Granule exo inh	TWEAK-Fn14 inh	COUP-TFII inh	TLR9-MyD88 inh	SRC2 inh	SRC3 inh	ABHD5-PLIN5 inh	NCOA1 inh	NOD2-RIPK2 inh
Cc1cccc(-c2nc3ccccc3c(=O)n2NC(=O)c2ccc([N+](=O)[O-])c(C)c2)c1	-11	-3	-3	10	11	-11	-4	6	-4	6	-14
NS(=O)(=O)c1cccnc1Nc1c(Cl)cccc1Cl	-11	8	1	13	9	-2	-2	-21	4	-3	8
Nc1ccc(C(=O)N/N=C\C=C\c2ccc([N+](=O)[O-])cc2)cc1	-9	7	2	-25	3	0	-28	-2	9	0	8
CCOc1cc([N+](=O)[O-])cc2c1C(=O)Nc1ccccc1O2	-2	19	-3	-12	-10	-2	-30	-15	-1	2	1
COc1ccccc1C(=O)NNC(=O)c1ccccc1Br	-12	-15	-9	0	-5	-8	-14	1	1	-40	-2
CC(=O)c1ccc(OCC(=O)Nc2ccc3nc(C)sc3c2)cc1	-9	-12	0	6	-5	0	6	8	-3	-14	5
